Efa HMGR inh – blocks class II HMG-CoA reductase of Enterococcus faecalis; hit rate 0.41% among 190,000; inhibition, % at 10 µM; purified E. faecalis HMGR, NADPH absorbance 340 nm kinetic;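 active means inhibition above a set limit, the median over all tested compounds plus 3 SD, cut at about 9.5% in these data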;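 further: enzyme runs in reverse so mevalonate oxidation gives rising NADPH absorbance; 0% = complete reaction with DMSO and 100% = background rate lacking mevalonate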
DTT redox prof – compounds producing H2O2 with reducing agent – biochemical, NIH compound library profiling, artefact control for MLSCN library redox annotation, primary screen; activation, % at 10 µM; hit rate 0.03% among 200,000; DTT-dependent redox cycling H2O2, phenol red/HRP absorbance; 100% = 100 µM peroxide control, 0% = buffer;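 active means activation of at least 50% relative to the plate's high and low controls in the primary single-dose screen; inactive means activation below 50%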;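 further: compound incubated with DTT at 0.8 mM final as the reducing agent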
APP 5'UTR act – APP 5'UTR luciferase reporter activation. SH-SY5Y APP 5'UTR luciferase reporter, luminescence; zero percent = DMSO vehicle wells. activation, % at 2 µM. hit rate 1% among 190,000;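 active means activation above a set limit, based on mean plus 3 SD of controls, cut at about 140% in these data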; further: values of inactives mirror those of a sister screen read the other way
STAT1 inh – STAT1 signaling inhibition | NIH 3T3 STAT1-luciferase reporter, IFN-gamma, luminescence | inhibition, % at 5.5 µM | hit rate 0.35% among 200,000;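 active means inhibition above a set limit, the mean inhibition across all tested compounds plus 3 SD, cut at about 34% in these data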;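 further: 0% = IFN-gamma with DMSO and 100% = IFN-gamma with 300 µM nifuroxazide; values of inactives mirror those of a sister screen read the other way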
STAT1 act – STAT1 signaling activation. NIH 3T3 STAT1-luciferase reporter, IFN-gamma, luminescence; 100% = IFN-gamma alone, no compound. activation (% of control), % at 5.5 µM. hit rate 2.6% among 200,000. AID 932;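 active means activation above the screen-wide mean activation plus 3 SD, cut at about 130% in these data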;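 further: raw ratio to IFN-gamma control signal so 100% means no change and 0% no light; values of inactives mirror those of a sister screen read the other way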
TLR4-MyD88 BLA – TLR4-MyD88 interaction inhibition in cells | O00206+Q99836 | HeLa CL3-4 TLR4/MyD88 BLA complementation, FRET ratio | inhibition, % at 8.4 µM | hit rate 0.18% among 200,000 | AID 861; in the data active means inhibition above about 25%;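 further: 0% = vehicle and 100% = reference inhibitor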
Target sequence (O00206 whole entry, looked up): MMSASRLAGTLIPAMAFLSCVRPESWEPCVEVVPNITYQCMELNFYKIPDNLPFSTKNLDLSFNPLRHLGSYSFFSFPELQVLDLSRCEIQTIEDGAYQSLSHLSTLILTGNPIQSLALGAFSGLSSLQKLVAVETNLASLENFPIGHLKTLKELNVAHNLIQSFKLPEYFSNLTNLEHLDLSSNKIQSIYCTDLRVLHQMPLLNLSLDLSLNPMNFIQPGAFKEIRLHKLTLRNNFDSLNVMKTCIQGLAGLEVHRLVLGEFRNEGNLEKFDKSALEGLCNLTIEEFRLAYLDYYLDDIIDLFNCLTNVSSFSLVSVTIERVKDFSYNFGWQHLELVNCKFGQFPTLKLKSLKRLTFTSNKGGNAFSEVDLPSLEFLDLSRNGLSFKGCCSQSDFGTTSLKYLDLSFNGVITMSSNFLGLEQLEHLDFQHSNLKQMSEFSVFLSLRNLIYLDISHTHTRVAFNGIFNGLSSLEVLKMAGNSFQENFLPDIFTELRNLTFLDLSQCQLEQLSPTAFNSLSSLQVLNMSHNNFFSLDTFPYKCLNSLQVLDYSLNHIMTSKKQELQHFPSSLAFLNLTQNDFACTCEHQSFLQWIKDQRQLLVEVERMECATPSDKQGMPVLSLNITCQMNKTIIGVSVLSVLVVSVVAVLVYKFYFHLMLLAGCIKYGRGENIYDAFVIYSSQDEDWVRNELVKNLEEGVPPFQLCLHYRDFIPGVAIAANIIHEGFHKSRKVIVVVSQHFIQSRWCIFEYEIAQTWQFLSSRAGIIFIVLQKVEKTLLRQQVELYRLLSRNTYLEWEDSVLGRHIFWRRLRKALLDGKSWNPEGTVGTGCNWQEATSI
Target sequence (Q99836 whole entry, looked up): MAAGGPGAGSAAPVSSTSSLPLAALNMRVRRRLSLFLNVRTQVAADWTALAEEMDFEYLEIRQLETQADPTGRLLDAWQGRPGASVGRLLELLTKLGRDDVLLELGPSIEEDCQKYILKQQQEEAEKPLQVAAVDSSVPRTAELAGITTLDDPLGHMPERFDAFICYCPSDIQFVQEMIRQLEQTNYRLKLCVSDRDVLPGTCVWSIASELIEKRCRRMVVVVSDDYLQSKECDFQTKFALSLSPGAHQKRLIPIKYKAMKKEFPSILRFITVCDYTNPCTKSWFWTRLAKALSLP
Hsp70 activator – transcriptional activators of Hsp70; HeLa Hsp70 promoter luciferase reporter, luminescence; scaled: vehicle 0, proteasome-inhibitor control 100%; activation, % at 10 µM; hit rate 0.04% among 200,000; AID 1203;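 active means activation above the mean across all tested compounds plus 3 SD, cutoff set per campaign, cut at about 5.5% in these data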;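 further: 100% = MG132 at 30 µM as the positive control and 0% = DMSO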
NF-kB expr up – compounds increasing NF-kB expression in human neuronal cells; NF-kB reporter expression; hits give high values; fold change at 12.5 µM; hit rate 1.6% among 190,000; AID 1239; in the data active means fold change above about 3.3
STAT3 inh – inhibitors of IL-6 induced STAT3 signaling; AID 862; inhibition, % at 5.5 µM; U3A cells, IL-6 STAT3-luciferase reporter, luminescence; host cell line lacks STAT1; hit rate 0.89% among 190,000;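 active means inhibition above the mean inhibition across all screened compounds plus 3 SD, cut at about 44% in these data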;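 further: 0% = DMSO only wells and 100% = 100 µM nifuroxazide control wells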
STAT3 activator – activators of IL-6 induced STAT3 signaling. U3A cells, IL-6 STAT3-luciferase reporter, luminescence; 100% = signal with IL-6 EC80 alone. activation (% of control), % at 5.6 µM. hit rate 0.91% among 190,000. AID 871;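 active means activation above the screen-wide mean of compound activation plus 3 SD, cut at about 130% in these data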;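 further: 0% = background luminescence of wells with medium and substrate only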
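System – human U3A cells carrying STAT3-luciferase construct · Probe or stimulus – Interleukin-6, 33 ng/mL · Schedule – compound 1 h, then IL-6 6 h at 37 °C · Signal – luminescence from STAT3-driven luciferase reporter · Evaluation – percent of IL-6-only median luminescence · Benchmarks – IL-6-only high control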
* hit, by the source's call; & = joins results of further samples.

SMILES | Efa HMGR inh | DTT redox prof | APP 5'UTR act | STAT1 inh | STAT1 act | TLR4-MyD88 BLA | Hsp70 activator | NF-kB expr up | STAT3 inh | STAT3 activator
Cc1nnc(SCC(=O)NNC(=O)c2ccco2)n1-c1ccccc1 | -4 | 0.9 | 8 | 3 | 95 | 2 | -0.3 | 1.2 | 1 | 101
CO/N=C\c1cc(C(=O)c2ccc(Cl)cc2Cl)cn1C | -4 | -2.6 | 12 | 1 | 98 | -12 | 0.3 | 0.94 | 23 | 85
Cc1cccc(OCC(=O)N/N=C\C=C\c2ccc3c(c2)OCO3)c1C | -4 | -7.2 | 28 | 2 | 98 | 2 | -0.1 | 1 | 3 | 104
COC(=O)c1ccccc1NC(=O)CSc1nnc(-c2ccc(OC)cc2)n1C | -5 | -0.1 | 4 | 13 | 92 | 5 | -0.5 | 1.1 | 9 | 96
Clc1ccc(-c2cnc(Oc3ccccc3)nc2)cc1 | -3 | 16 | 138* | -59 | 153* | 9 | 0.1 | 2.4 | 2 | 100
OCCN(CCO)Cc1csc2ccccc12 | 0 | 0.2 | -3 | 0 | 100 | 14 | -0.3 | 0.96 | -2 | 102
COc1cccc(-n2c(SCC(=O)Nc3cc(C)on3)nc3ccccc3c2=O)c1 | -3 | 2.9 | -6 | 7 | 94 | 7 | 0.7 | 1.1 | 16 | 92
CN(C)c1ccc(/C=N/NC(=O)CN(c2cccc(Cl)c2)S(C)(=O)=O)cc1Br | -1 | -1.4 | 3 | 4 | 96 | -5 | -0.4 | 1.3 | 6 | 100
CC(C)(C)S(=O)(=O)c1cnc2c(-c3ccc(Cl)cc3)cnn2c1N | 5 | -2.6 | -7 | -8 | 107 | 5 | -0.1 | 1.5 | 8 | 100
COC(=O)C1CCN(C(=O)c2sc3nc(-c4ccc(F)cc4)cn3c2C)CC1 | 5 | 1.0 | -4 | 3 | 97 | -6 | -0.3 | 1 | 7 | 96
C=CCNC(=S)N/N=C(\C)c1cccc(NC(C)=O)c1 | -6 | -2.3 | -7 | 8 | 91 | -9 | -0.3 | 1.2 | 16 | 92
CS(=O)(=O)N(CCc1ccccc1)CC(N)=O | -7 | 2.7 | -3 | 8 | 93 | 0 | -0.3 | 1.2 | 0 | 99
CCc1ccc(C(=O)/C=C/NCc2ccc(F)cc2)cc1 | 1 | 0.6 | 0 | -6 | 105 | -5 | -0.4 | 1.4 | -11 | 105
CCCNC(=O)c1cc2c(C(F)(F)F)nn(C)c2s1 | -20 | 4.4 | 28 | 0 | 100 | -2 | -0.1 | 0.93 | 12 | 95
COc1ccc(C2C(C(C)=O)=C(C)Nc3ncnn32)cc1OC (configuration not stated) | 3 | 1.2 | -5 | -2 | 102 | 15 | 0.0 | 0.87 | 11 | 94
CCOC(=O)C1C(=O)NC(N2CCN(CC)CC2)=NC1c1ccccc1 (configuration not stated) | 2 | 3.1 | -20 | 1 | 100 | -5 | -0.3 | 1 | -2 | 106
COc1cccc(OC)c1C(=O)OCC(=O)NCC(C)C | -1 | -0.9 | 27 | 4 | 95 | -7 | -0.2 | 1.2 | 5 | 97
Cc1cc(N=NC(=O)c2ccccc2)ccc1O | -2 | -0.1 | 10 | 24 | 77 | -1 | 0.7 | 1.1 | 55* | 56
COc1ccc(C(=O)Nc2ccc(S(=O)(=O)Nc3onc(C)c3C)cc2)cc1 | -3 | 1.4 | -8 | -1 | 101 | 5 | -0.2 | 1.3 | 4 | 96
Cc1csc(C(C)N(C)C(=O)CCc2nnc(CCc3ccccc3)o2)n1 (configuration not stated) | -3 | -0.7 | -11 | 6 | 93 | 8 | -0.3 | 1.3 | -6 | 108
CCOC(=O)Cc1csc(NC(=O)CCc2ccc(S(=O)(=O)N3CCOCC3)cc2)n1 | 2 | 1.9 | 6 | 2 | 99 | -10 | 0.3 | 0.85 | 10 | 93
Cc1[nH]n2c(=O)cc(C(C)C)nc2c1-c1ccccc1 | -1 | -0.4 | 10 | -7 | 106 | -10 | -0.1 | 1.4 | 1 | 102
O=C(NC12CC3CC(CC(C3)C1)C2)c1ccc(-c2ccccc2Cl)o1 | -6 | 0.5 | 182* | -79 | 171* | 15 | 0.4 | 1.2 | -9 | 118
Cc1noc(NS(=O)(=O)c2ccc(NC(=O)c3cnc4n(c3=O)CCS4)cc2)c1C | 0 | 6.3 | -9 | 1 | 97 | 2 | 0.2 | 1.2 | 5 | 98
COc1ccc(OC)c(C2N(c3ccc(Cl)cc3)C(=O)C3CCCN32)c1 (configuration not stated) | -1 | 1.7 | 11 | -3 | 103 | 9 | -0.1 | 1.1 | -26 | 125
COc1cc(/C=C/CN2CCC(CO)(CC3CCCCO3)CC2)ccc1O (configuration not stated) | -4 | -0.5 | 37 | -5 | 103 | 6 | 0.2 | 1 | -3 | 109
CNC(=O)COc1ccc(S(=O)(=O)Nc2ccccc2)cc1 | 3 | -1.6 | 4 | -3 | 100 | 9 | -0.1 | 1.1 | -2 | 107
CCOC(=O)CC(NC(=O)Cn1nnc(-c2ccccc2C)n1)c1ccc(OC)cc1 (configuration not stated) | 5 | 3.5 | 16 | 5 | 95 | 3 | -0.2 | 0.82 | 1 | 107
COc1ccc(OC)c(Cc2nnc(CCC(=O)N3CCCCC3c3nccs3)o2)c1 (configuration not stated) | -2 | -0.2 | 35 | -39 | 134* | 8 | 1.1 | 2.3 | -15 | 117
O=C(Nc1ccccc1)C(c1ccccc1)C1CCCC1 (configuration not stated) | 2 | 0.1 | -4 | -1 | 101 | -2 | -0.3 | 0.77 | 3 | 100
O=C(O)c1ccc(C(=O)c2ccc3c(c2)C(=O)N(CC2CCCO2)C3=O)cc1 (configuration not stated) | 4 | 0.0 | -7 | -4 | 103 | 1 | -0.3 | 1.1 | 2 | 104
CCc1ccc(NC(=O)C(=O)N/N=C(\C)CC(=O)Nc2ccccn2)cc1 | -2 | 0.7 | 20 | -12 | 111 | 2 | -0.2 | 1.3 | -25 | 116
CCOc1cc(S(=O)(=O)NCc2ccc3c(c2)OCO3)ccc1F | -2 | 2.7 | 11 | 0 | 100 | 0 | 0.3 | 1.1 | 7 | 98
O=C(/C=C/c1ccc(OC2CSC2)cc1)c1ccccc1 | -1 | 0.6 | 40 | -20 | 118 | 3 | 0.1 | 2.1 | 4 | 105
Cc1ccc(NC(=O)CNc2cccc(C)c2C)c(C)c1 | -9 | 0.6 | 6 | -1 | 101 | -3 | -0.1 | 1 | 13 | 91
COC(=O)CSc1nnc(CNC(=O)c2ccc(S(=O)(=O)N3CCOCC3)cc2)n1C | 0 | 0.2 | 4 | 1 | 97 | 9 | -0.1 | 1 | 4 | 102
COc1ccc(NC2=NC(=S)N(c3ccccc3C)C23CCCCC3)cc1 | -1 | -14 | 18 | 6 | 95 | 4 | -0.2 | 1.6 | 8 | 100
CCN1C(=O)NC(c2cc(Br)ccc2OC)C(C(=O)OC)=C1C (configuration not stated) | -4 | -0.1 | -4 | 8 | 89 | 2 | 0.9 | 0.99 | 10 | 93
CCOc1ccc(C(=O)NC(=S)Nc2ccccc2N2CCC(C)CC2)cc1[N+](=O)[O-] | 3 | -2.6 | -5 | 4 | 96 | 0 | -0.2 | 0.83 | 7 | 102
Cn1c(=O)c2nc(-c3ccccc3)oc2c2ccccc21 | -1 | 1.3 | 3 | -8 | 107 | -4 | -0.3 | 0.69 | -5 | 107
O=C(O)c1cccc(N2CCCC2=O)c1 | 5 | -0.7 | 12 | 2 | 98 | -13 | -0.1 | 1.1 | 3 | 101
COc1cccc(C(=O)Nc2cccc(NC(C)=O)c2)c1 | 1 | -0.2 | 15 | -11 | 110 | 6 | -0.2 | 1.1 | 10 | 96
O=C(O)c1ccc(NC(=O)C2(c3ccccc3)CCOCC2)cc1 | -2 | 0.2 | 11 | 6 | 95 | 5 | 0.1 | 0.88 | 2 | 101
Cn1c(-c2cccc([N+](=O)[O-])c2)[n+](C)c2ccccc21 | -2 | -0.7 | 1 | -2 | 100 | 9 | -0.2 | 0.98 | 7 | 99
O=C(c1ccc(S(=O)(=O)c2cccc(Cl)c2)c([N+](=O)[O-])c1)N1CCN(c2ccccn2)CC1 | -4 | -0.2 | 1 | 16 | 85 | 6 | 0.0 | 0.89 | 16 | 93

Limited to Hsp70 activator and STAT3 activator, for two of the compounds above:
smiles | Hsp70 activator | STAT3 activator
Cn1c(-c2cccc([N+](=O)[O-])c2)[n+](C)c2ccccc21 | -0.2 | 99
O=C(c1ccc(S(=O)(=O)c2cccc(Cl)c2)c([N+](=O)[O-])c1)N1CCN(c2ccccn2)CC1 | 0.0 | 93

New compounds follow:
SMILES | Efa HMGR inh | DTT redox prof | APP 5'UTR act | STAT1 inh | STAT1 act | TLR4-MyD88 BLA | Hsp70 activator | NF-kB expr up | STAT3 inh | STAT3 activator
COc1ccc2c(c1OC)C(=O)OC2C1c2c(cc3c(c2OC)OCO3)CCN1C (configuration not stated) | -1&2 | -0.3&-2.6 | 8&1 | 9&-10 | 92&110 | 3&16 | -0.2&0.2 | 1&0.98 | 6&8 | 97&99
CCOc1ccc(N2C(=O)C3CC(C)=C(C)CC3C2=O)c([N+](=O)[O-])c1 (configuration not stated) | -3 | -1.4 | -25 | -9 | 108 | -7 | -0.1 | 0.84 | 6 | 101
CCOC(=O)N1CCN(C(=O)CSCc2ccccc2)CC1 | -1 | -0.3 | 55 | -33 | 130* | -9 | -0.2 | 1.6 | -12 | 108
CCCOc1ccc(NC(=O)C2CC(=O)N/C(=N/N=C(C)/C=C/c3ccc(N(C)C)cc3)S2)cc1 (configuration not stated) | -2 | -0.4 | 45 | -5 | 104 | 13 | -0.1 | 1.3 | -5 | 105
O=C(O)c1cc(-c2ccc(O)cc2)on1 | -5 | -0.3 | -20 | -1 | 99 | -4 | -0.2 | 1.1 | 17 | 91
Cc1ccc(C2CN(C)C3(C(=O)Nc4ccccc43)C23COc2ccccc2C3=O)cc1 (configuration not stated) | -4 | 1.6 | 6 | 12 | 89 | -11 | -0.2 | 0.81 | -18 | 120
CCOc1ccc(S(=O)(=O)Nc2cc(OC)ccc2OC)cc1 | -3 | -0.1 | -93 | 8 | 93 | -7 | 0.4 | 2.9 | 4 | 98
CC(C)NC(=O)c1ccc(-n2nc(C(F)(F)F)c3c2CCCC3)cc1 | -7 | 0.1 | -4 | 5 | 96 | -4 | -0.5 | 1.1 | 16 | 88
CC(Oc1ccc(Br)cc1)C(=O)N1CCC(C(N)=O)CC1 (configuration not stated) | 0 | -1.1 | 19 | 0 | 99 | 12 | -0.2 | 1.2 | 12 | 93
C=CCc1c(C)nc(SCCC)[nH]c1=O | -5 | 0.6 | 22 | -11 | 108 | 1 | -0.1 | 1.1 | 2 | 102
CC(C)COC(=O)N1CCCC1C(=O)O (configuration not stated) | 0 | -0.2 | -3 | 1 | 101 | 11 | -0.5 | 1.2 | 4 | 100

Bioassay records deposited in PubChem BioAssay by several laboratories.
